High-throughput results from PubChem.
D1 PAM: potentiators of human D1 dopamine receptor; 360,000 compounds, 0.036% hits; P21728; HEK293 TREx D1 cells, calcium flux, dopamine EC20 potentiation; potentiation, % at 10 µM; in the data active = potentiation above about 30%; also: 0% is about no effect
Target sequence (P21728 whole entry, looked up): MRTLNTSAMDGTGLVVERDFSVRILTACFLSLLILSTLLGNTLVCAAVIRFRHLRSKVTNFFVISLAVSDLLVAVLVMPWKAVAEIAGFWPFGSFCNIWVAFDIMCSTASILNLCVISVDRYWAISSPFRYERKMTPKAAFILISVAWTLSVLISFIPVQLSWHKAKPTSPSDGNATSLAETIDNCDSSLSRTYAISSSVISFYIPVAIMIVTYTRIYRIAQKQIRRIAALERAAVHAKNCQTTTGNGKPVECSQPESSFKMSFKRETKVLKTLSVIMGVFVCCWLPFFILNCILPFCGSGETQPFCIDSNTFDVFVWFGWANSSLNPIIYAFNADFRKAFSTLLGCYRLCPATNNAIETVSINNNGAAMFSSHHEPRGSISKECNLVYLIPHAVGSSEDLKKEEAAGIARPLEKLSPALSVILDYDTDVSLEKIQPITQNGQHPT
D1 ag: agonists of human D1 dopamine receptor; P21728; HEK293 T-REx D1 cells, calcium flux, agonist mode; activation, % at 2 µM; 360,000 compounds, 1% hits; AID 504660; in the data active = activation above about 30%; also: 0% is about no effect
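Inducible HEK293 T-REx D1 cells, force-coupled to calcium signalling, were plated at 4000 cells/well with tetracycline and held overnight at 30 C. After no-wash calcium dye loading, compound-evoked calcium rise over 180 s flagged agonists.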
Apoferritin bind: candidate novel general anesthetic via apoferritin binding; 350,000 compounds, 0.074% hits; Potency, µM (series often up to 77.5 µM), inactives show at the top dose activity change, negative = displacement, actives largely listed as inhibitors; apoferritin/1-aminoanthracene competitive binding, fluorescence; P02791; also: potency is read from the fitted curve at half-maximal effect; % is scaled to controls: 0 for no effect and ±100 for the full control effect; nearly all actives have a fitted effect of over 20% in size
Target sequence (P02791 2-175 limits assumed): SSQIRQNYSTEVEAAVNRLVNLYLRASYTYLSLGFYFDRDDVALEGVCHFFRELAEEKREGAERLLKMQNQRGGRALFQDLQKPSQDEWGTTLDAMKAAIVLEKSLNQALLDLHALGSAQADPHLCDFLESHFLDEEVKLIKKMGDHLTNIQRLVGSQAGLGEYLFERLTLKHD
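Concentration-response curves derived by four-parameter Hill fitting of normalized fluorescence, where compounds displaced 1-AMA from 10 uM horse apoferritin following a brief 10 min room-temperature incubation; propofol titration acted as positive control.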
RXFP1 agonist: agonists of human relaxin receptor RXFP1; Q9HBX9; HEK293T-RXFP1 cAMP TR-FRET, 30 min; response scale: percent of porcine relaxin response, buffer zero; Potency, µM (top dose mostly 57.5 µM), for the others: at the highest dose activation, hits mostly activators; 370,000 compounds, 0.3% hits; also: potency is read from the fitted curve at half-maximal effect; % is scaled to controls: 0 for no effect and ±100 for the full control effect; nearly all actives have a fitted effect of over 60% in size; many of its hits are not listed in these tables
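Agonist response is measured as cAMP accumulation in an RXFP1-transfected HEK293T line under PDE4 inhibition. Values are scaled between buffer-only and 29 nM porcine relaxin, and EC50s come from standard Hill equation fits.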
TRHR agonist: activates the human TRH receptor; P34981; TRHR cells, calcium flux fluo-8, FDSS agonist mode; activation, % at 2 µM; 360,000 compounds, 0.18% hits; in the data active = activation above about 30%; also: 0% is about no effect
Target sequence (P34981 whole entry, looked up): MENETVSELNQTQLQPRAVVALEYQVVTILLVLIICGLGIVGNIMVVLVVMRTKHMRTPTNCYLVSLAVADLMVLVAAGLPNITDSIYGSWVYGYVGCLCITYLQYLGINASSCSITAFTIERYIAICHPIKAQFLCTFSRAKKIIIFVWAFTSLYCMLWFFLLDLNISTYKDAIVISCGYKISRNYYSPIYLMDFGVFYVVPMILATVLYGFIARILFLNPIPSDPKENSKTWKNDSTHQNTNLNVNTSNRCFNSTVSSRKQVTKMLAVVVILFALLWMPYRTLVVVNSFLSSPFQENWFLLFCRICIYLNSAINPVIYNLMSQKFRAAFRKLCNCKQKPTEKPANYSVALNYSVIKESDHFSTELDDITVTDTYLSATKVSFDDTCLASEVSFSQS
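Fluo-8-loaded TRHR cells; 10 s baseline, compound added, kinetic Ca2+ fluorescence read 1/s, agonist mode.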
TRHR enhancer: TRH receptor (human) allosteric enhancement; 360,000 compounds, 0.66% hits; P34981; AID 493056; enhancement, % at 2 µM; TRHR cells, fluo-8 calcium fluorescence, EC20 TRH enhancement; in the data active = enhancement above about 30%; also: 0% is about no effect
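Enhancer read-out: after compound pinning and an initial kinetic agonist-mode read, an EC20 of TRH (10 nM final) was injected and fluo-8 calcium signal (Ex 480/Em 530) followed at 1 s/cycle for 100 cycles in TRHR-expressing cells.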
D1 antag: human D1 dopamine receptor antagonism; activity change, negative = inhibition, % at 10 µM; 360,000 compounds, 3.2% hits; AID 504652; HEK293 TREx D1 cells, calcium flux, dopamine EC80; active compounds read low; in the data active = activity change below about -30%; also: % is scaled to controls: 0 for no effect and ±100 for the full control effect
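Kinetic fluorescence of a calcium dye serves as the read-out. D1-expressing Hek293 Trex cells, induced overnight at 30 C, are exposed to compound for 180 s before an EC80 dopamine addition, then read 180 s further.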
D2 PAM: positively modulates the human D2 dopamine receptor allosterically; P14416; HEK293 T-REx D2, calcium flux, EC20 dopamine potentiation; potentiation, % at 10 µM; 340,000 compounds, 0.34% hits; AID 485347;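 active = potentiation over 3 SD above the plate norm, cut at about 30% in these data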; also: 0% is about no effect
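Primary screen. Calcium kinetics in induced HEK293 T-REx D2 cells: compound pre-addition 180 s, EC20 dopamine, 180 s more.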
RXFP1 antagonist: RXFP1 (human) relaxin receptor antagonism. Q9HBX9. HEK293-RXFP1, relaxin-stimulated cAMP HTRF, 30 min; active compounds read low. activity change, negative = inhibition, % at 57.5 µM. 350,000 compounds, 0.59% hits. AID 1259400;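 active = activity change of -60% or lower, but not beyond a set lower limit; inconclusive = change between -60% and -40%, or beyond the set limit; inactive = change above -40%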; also: % is scaled to controls: 0 for no effect and ±100 for the full control effect
Numbers without * were called inactive; ? = inconclusive; / = not tested or not shown; [ ] = dose if it differs, or a comment. Unless noted, calls follow the shape of the dose curve; as a rule, active = well fitted curve in the direction sought with a large enough effect; inconclusive = small, poorly fitted or top-dose-only effect, or another doubt; inactive = no such curve, though single readings can be large; an effect the other way counts as inactive or inconclusive.

(1) COc1cc(C(=O)NCCC(=O)NCCCN2CCCCC2)cc(OC)c1OC
(2) CCOc1ccc(CNc2nnnn2C)cc1OC
(3) Cc1c(-c2ccccc2)n(-c2ccccc2O)c2nc3c(c(=O)n(C)c(=O)n3C)n12
(4) COc1ccccc1-c1coc2c(CN3CCN(C)CC3)c(O)ccc2c1=O
(5) CCN1C(=O)/C(=C/C=C2/Sc3ccccc3N2CCO)SC1=S
(6) COc1cccc(NC(=O)Cc2nc(-c3ccccc3)sc2-c2ccc(C)cc2)c1
Assay by compound	1	2	3	4	5	6
D1 PAM	4	-2	-1	-8	2	-6
D1 ag	2	2	0	1	32*	8
Apoferritin bind	-6%	1%	-2%	118%[activator]	-13%	-2%
RXFP1 agonist	-0.6%	-0.1%	5.1%	3.7%	0.9%	-0.6%
TRHR agonist	0.3	0.5	-2.4	-0.6	7.7	0.6
TRHR enhancer	-3	6	-9	4	8	4
D1 antag	10	-7	0	-18	7	3
D2 PAM	-2	8	6	3	-3	-2
RXFP1 antagonist	-7	-2	/	-1	9	-5

Random excerpt: three records from the list.
(6) COc1cccc(NC(=O)Cc2nc(-c3ccccc3)sc2-c2ccc(C)cc2)c1
(4) COc1ccccc1-c1coc2c(CN3CCN(C)CC3)c(O)ccc2c1=O
(1) COc1cc(C(=O)NCCC(=O)NCCCN2CCCCC2)cc(OC)c1OC
Assay by compound	6	4	1
D1 PAM	-6	-8	4
D1 ag	8	1	2
Apoferritin bind	-2%	118%[activator]	-6%
RXFP1 agonist	-0.6%	3.7%	-0.6%
TRHR agonist	0.6	-0.6	0.3
TRHR enhancer	4	4	-3
D1 antag	3	-18	10
D2 PAM	-2	3	-2
RXFP1 antagonist	-5	-1	-7

Later entries:
(7) O=C(Nc1ccc(S(=O)(=O)N2CCOCC2)cc1)c1cccnc1
(8) Cc1ccc(NC(=O)COC(=O)c2ccc3c(=O)n4c(nc3c2)CCC4)c(Br)c1
(9) COc1ccc(NC(=O)CSc2nccn2Cc2ccc(F)cc2)c(OC)c1
(10) Cc1cc(OCC(=O)NC(Cc2c[nH]c3ccc(O)cc23)C(=O)O)c2c(C)c(C)c(=O)oc2c1 (centres undefined)
(11) COc1ccc(OC)c(C(=O)C2COC(=O)C2)c1 (centres undefined)
(12) CC(C)CNC(=O)C(=O)NCc1ccccn1
Assay by compound	7	8	9	10	11	12
D1 PAM	0	1	-2	1	5	-3
D1 ag	1	-1	2	0	1	4
Apoferritin bind	6%	/	-4%	-16%	3%	-6%
RXFP1 agonist	-0.2%	26%	-1.7%	-0.2%	0.5%	-0.4%
TRHR agonist	1.9	0.0	-0.6	-0.2	0.9	-0.7
TRHR enhancer	9	11	-2	-3	-8	1
D1 antag	-7	/	8	-3	-11	6
D2 PAM	6	7	-7	/	9	/
RXFP1 antagonist	-8	-3	8	/	12	-3

(13) CCOC(=O)c1ccc(NC(=O)CSc2nc(SC)ns2)cc1
(14) Cc1nc(CSc2nnc3scc(-c4ccccc4)n23)cs1
(15) O=C(NCCNC(=O)c1cnccn1)c1cccc(Cl)c1
(16) CNC(=O)c1sc(Nc2ccc(OCc3ccccc3)cc2)nc1C
(17) CSCC[C@H](NC(=O)c1cc2c([nH]c3ccccc32)c(-c2ccccc2)n1)C(=O)O
(18) CC1CCN(CCCNC(=O)c2ccc3c(Cl)c4c(nc3c2)CCCC4)CC1
Assay by compound	13	14	15	16	17	18
D1 PAM	-5	-2	-1	-8	2	0
D1 ag	4	3	3	6	3	4
Apoferritin bind	?	-11%	12%	4%	-4%	-11%
RXFP1 agonist	2.4%	0.4%	0.7%	-1.9%	1.0%	0.0%
TRHR agonist	-0.1	0.0	-1.1	-2.3	0.3	0.5
TRHR enhancer	3	2	26	8	-7	0
D1 antag	-17	3	-2	-6	-10	6
D2 PAM	12	-2	13	13	5	-15
RXFP1 antagonist	-17	1	-10	-36	-13	-13

(19) C=CCNC(=O)COc1ccc(S(=O)(=O)Nc2ccc(OCC)cc2)cc1
(20) CN(Cc1ccccc1)C(=O)c1ccc2c(c1)N(Cc1ccccc1Cl)C(=O)c1ccccc1S2
(21) Cc1cc([N+](=O)[O-])nn1CCC(=O)NC1CCCCCC1
(22) COCCn1nnnc1C(CC(C)C)N1CCN(c2cccc(OC)c2)CC1 (centres undefined)
(23) COc1cccc(C(C)NC(=O)C2CCCC2)c1 (centres undefined)
(24) Cc1ccc(C(=O)O)cc1NCc1ccncc1
Assay by compound	19	20	21	22	23	24
D1 PAM	-2	1	4	4	-6	0
D1 ag	12	8	1	0	1	0
Apoferritin bind	4%	-4%	-2%	5%	-14%	-10%
RXFP1 agonist	0.2%	0.2%	1.2%	-0.7%	0.0%	0.2%
TRHR agonist	1.1	1.1	0.3	-0.4	0.9	0.6
TRHR enhancer	-1	3	5	4	-11	30*
D1 antag	1	-16	-6	2	9	1
D2 PAM	1	9	3	3	-6	3
RXFP1 antagonist	4	-25	1	/	7	-11

(25) CCCC1CC(CCc2ccccc2)OS(=O)(=O)N1 (centres undefined)
(26) N#Cc1nc(-c2cccc(Cl)c2)oc1N1CCC(C(N)=O)CC1
(27) Cc1c(Cl)cccc1NC(=O)c1ccc(NC(=O)N2CCSc3ncccc32)cc1
(28) Cc1ccc(-c2nc(CS(=O)(=O)CC(=O)NC3CCC(C)CC3)c(C)o2)cc1 (centres undefined)
(29) Cc1nnc2sc(SCC(=O)Nc3cccc(Cl)c3)nn2c1=O
(30) COC(=O)[C@@H](NC(=O)NCc1ccccc1F)C(C)C
Assay by compound	25	26	27	28	29	30
D1 PAM	-1	-1	-2	-7	-1	-3
D1 ag	0	5	2	-1	5	-3
Apoferritin bind	-18%	3%	-18%	?	-2%	-9%
RXFP1 agonist	-0.4%	9.9%	4.6%	-0.8%	5.6%	0.6%
TRHR agonist	-0.3	-0.3	-0.6	-0.3	-0.1	0.1
TRHR enhancer	3	-4	3	0	2	2
D1 antag	-14	-3	-6	4	-2	-6
D2 PAM	-2	-15	4	-1	3	-12
RXFP1 antagonist	/	-12	-18	5	5	-7

Exported tab-delimited: 3 of the compounds above
item	Structure	D1 PAM	D1 ag	Apoferritin bind	RXFP1 agonist	TRHR agonist	TRHR enhancer	D1 antag	D2 PAM	RXFP1 antagonist
30	COC(=O)[C@@H](NC(=O)NCc1ccccc1F)C(C)C	-3	-3	-9%	0.6%	0.1	2	-6	-12	-7
29	Cc1nnc2sc(SCC(=O)Nc3cccc(Cl)c3)nn2c1=O	-1	5	-2%	5.6%	-0.1	2	-2	3	5
25	CCCC1CC(CCc2ccccc2)OS(=O)(=O)N1 (centres undefined)	-1	0	-18%	-0.4%	-0.3	3	-14	-2	/

The listing continues:
Below each compound: D1 PAM	D1 ag	Apoferritin bind	RXFP1 agonist	TRHR agonist	TRHR enhancer	D1 antag	D2 PAM	RXFP1 antagonist
#31 COc1ccc2c(C)cc(SCC(=O)N3CCOCC3)nc2c1
  1	19	-15%	3.6%	9.6	9	7	1	0
#32 COc1ccccc1CNC(=O)CCCn1nc(C)c2c(C)n(-c3ccccc3)nc2c1=O
  -5	0	-13%	2.4%	0.3	0	-21	-4	-31
#33 COc1ccc(OC)c(NC(=O)C2CCN(Cc3cnn(-c4ccccc4)c3-n3cccc3)CC2)c1
  3	3	-13%	1.2%	-0.3	7	7	-26	-7
#34 CCCCn1c(N)c(N(CCC(C)C)C(=O)C2CC(=O)N(c3cccc(SC)c3)C2)c(=O)[nH]c1=O (centres undefined)
  -2	7	/	2.6%	-0.9	-1	-2	6	-19
#35 CCCCC(=O)Nc1cnc(NC(=O)c2ccco2)cc1C
  -4	1	-6%	-2.2%	0.3	13	-5	-6	-6
#36 O=C(Nc1cc(C(F)(F)F)ccc1N1CCOCC1)c1cn2ccccc2n1
  -8	3	-7%	-0.7%	0.0	1	-9	6	-12
#37 Cc1ccc(C(=O)N/C(=C\c2cccs2)C(=O)NCC2CCCO2)cc1C (centres undefined)
  -1	2	-7%	0.5%	0.0	4	4	-5	-3
#38 CCOC(=O)N1CCN(c2ccc(C(C)=O)cc2F)CC1
  -11	1	8%	0.5%	-0.1	6	-12	/	1
#39 CCn1cc([C@@H]2C[C@H]3CN(Cc4cccc(Cl)c4)C(=O)[C@]34CCCN24)c(C)n1
  2	0	-10%	4.8%	0.5	9	4	15	2
#40 COc1ccc(C(=O)/C=C/Nc2c(C)n(C)n(-c3ccccc3)c2=O)cc1OC
  -10	1	0%	0.2%	0.3	8	-10	3	-11
#41 CC1(C)CC(CC(=O)O)C(=O)O1 (centres undefined)
  3	1	-1%	-1.5%	1.4	0	-3	-5	-4
#42 Cc1ccc(N2CCN(CCc3nc4cc(NC(=O)c5ccco5)ccc4n3C)CC2)cc1
  -1	-1	-7%	0.1%	-1.4	-1	-12	-7	4
#43 Fc1ccc(C(c2nnnn2C2CCCC2)N2CCc3ccccc32)cc1 (centres undefined)
  4	-1	7%	-0.3%	1.7	-7	-4	11	1
#44 CC1(C)CC(=O)C2=C(C1)OC(N)=C(C#N)C2c1ccccc1[N+](=O)[O-] (centres undefined)
  -2	13	1%	1.1%	1.3	2	-2	10	-5
#45 Cc1ccc(S(=O)(=O)NCCNc2ccccc2[N+](=O)[O-])cc1
  -1	4	?	-2.7%	-0.2	14	-2	-1	-5
#46 CCOc1ccccc1N1CCN(S(=O)(=O)c2cccc3nsnc23)CC1
  -5	1	-1%	-0.5%	-0.4	-5	2	-2	2
#47 O=c1ccnc(SCCC(F)=C(F)F)[nH]1
  -4	2	-11%	-0.1%	-0.1	-2	-2	2	7
#48 O=C1CCC(=O)N1CCC(c1ccc(F)cc1)c1ccco1 (centres undefined)
  6	2	-7%	0.2%	0.1	-2	10	9	-7
#49 CCc1c(C)sc(NC(=O)c2cccs2)c1C(=O)OC(C)C
  -4	9	-9%	5.1%	-0.4	4	-2	6	-1
#50 COc1ccc(-c2ccc(F)cc2)cc1[C@H]1[C@H]2C=CC[C@@H](C)[C@@H]2C(=O)N1Cc1ccccc1
  -5	4	47%[activator]	1.4%	4.6	-4	10	-3	/
#51 O=C(O)c1ccc(NC(=O)c2cccc(S(=O)(=O)Nc3ccc(C(=O)O)cc3)c2)cc1
  -1	-2	0%	2.0%	-0.2	3	6	7	5
#52 CCOC(=O)C1CCN(C(=O)Cn2cnc3sc(C)c(S(=O)(=O)N4CCOCC4)c3c2=O)CC1
  -5	2	-1%	1.5%	1.1	11	11	2	-4
#53 CN(C(=O)CSc1nnc(-c2ccccc2)c(-c2ccccc2)n1)C1CCS(=O)(=O)C1 (centres undefined)
  0	2	-11%	0.4%	-0.3	1	27	-1	-5

A portion of the library; the hit share may differ from the screen's.
